# High-throughput results as filed in PubChem BioAssay.
# KB-3-1 tox: kills parental KB-3-1 adenocarcinoma cells. KB-3-1 viability, CellTiter-Glo ATP luminescence, 72 h. Potency, µM (titrated, usually from 46.1 µM), without a hit: at the highest dose activity change, negative = cytotoxic, most hits filed as cytotoxic. 400,000 tested, 1.4% active. AID 1347075; also: potency is read from the fitted curve at half-maximal effect; % is scaled to controls: 0 for no effect and ±100 for the full control effect; nearly all actives have a fitted effect of over 60% in size
#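 Luminescent ATP read-out (CellTiter-Glo) measures survival of drug-naive KB-3-1 cells after 72 h compound exposure at 37 °C. Titration series was screened from lowest to highest concentration, with DMSO vehicle plates as background controls.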
# KB-V1 cytotox: kills drug-selected multidrug resistant KB-V1 cells; KB-V1 MDR cells viability, CellTiter-Glo, 72 h; Potency, µM (series often up to 46.1 µM), for inactives: at the top dose activity change, negative = cytotoxicity, most hits filed as cytotoxic; 400,000 tested, 3.4% active; AID 1347076; also: potency is read from the fitted curve at half-maximal effect; % is scaled to controls: 0 for no effect and ±100 for the full control effect; nearly all actives have a fitted effect of over 60% in size
#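 In this primary screen, KB-V1 cells overexpressing P-gp are incubated with library compounds (lowest to highest concentration) for 72 h at 37 degrees C before a luminescent ATP viability read.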
# SW480 rereplic: induces DNA re-replication in SW480 colon adenocarcinoma cells; SW480 DNA re-replication, Hoechst DNA content imaging, 48 h; Potency, µM (titrated, usually from 46.1 µM), for the others: at the top dose re-replication activation, hits mostly activators; 340,000 tested, 1.8% active; AID 624297; also: potency is read from the fitted curve at half-maximal effect; % of control where 0% means no effect; nearly all actives have a fitted effect of over 55% in size
#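 First, 250 cells per well were seeded. Next, compound or vehicle (23 nL) was pinned in, plates sat 48 hr at 37 C. Finally Hoechst was added for 40 min before fluorescence scanning.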
# WRN inhibitor: WRN helicase (human) inhibition; WRN helicase unwinding, fluorescent forked duplex, kinetic; Potency, µM (titrated, usually from 114 µM), inactives show at the top dose activity change, negative = inhibition, usual class: inhibitors; Q14191; 360,000 tested, 0.46% active; also: potency is read from the fitted curve at half-maximal effect; % is scaled to controls: 0 for no effect and ±100 for the full control effect; nearly all actives have a fitted effect of over 55% in size
# Target sequence (Q14191 whole entry, looked up): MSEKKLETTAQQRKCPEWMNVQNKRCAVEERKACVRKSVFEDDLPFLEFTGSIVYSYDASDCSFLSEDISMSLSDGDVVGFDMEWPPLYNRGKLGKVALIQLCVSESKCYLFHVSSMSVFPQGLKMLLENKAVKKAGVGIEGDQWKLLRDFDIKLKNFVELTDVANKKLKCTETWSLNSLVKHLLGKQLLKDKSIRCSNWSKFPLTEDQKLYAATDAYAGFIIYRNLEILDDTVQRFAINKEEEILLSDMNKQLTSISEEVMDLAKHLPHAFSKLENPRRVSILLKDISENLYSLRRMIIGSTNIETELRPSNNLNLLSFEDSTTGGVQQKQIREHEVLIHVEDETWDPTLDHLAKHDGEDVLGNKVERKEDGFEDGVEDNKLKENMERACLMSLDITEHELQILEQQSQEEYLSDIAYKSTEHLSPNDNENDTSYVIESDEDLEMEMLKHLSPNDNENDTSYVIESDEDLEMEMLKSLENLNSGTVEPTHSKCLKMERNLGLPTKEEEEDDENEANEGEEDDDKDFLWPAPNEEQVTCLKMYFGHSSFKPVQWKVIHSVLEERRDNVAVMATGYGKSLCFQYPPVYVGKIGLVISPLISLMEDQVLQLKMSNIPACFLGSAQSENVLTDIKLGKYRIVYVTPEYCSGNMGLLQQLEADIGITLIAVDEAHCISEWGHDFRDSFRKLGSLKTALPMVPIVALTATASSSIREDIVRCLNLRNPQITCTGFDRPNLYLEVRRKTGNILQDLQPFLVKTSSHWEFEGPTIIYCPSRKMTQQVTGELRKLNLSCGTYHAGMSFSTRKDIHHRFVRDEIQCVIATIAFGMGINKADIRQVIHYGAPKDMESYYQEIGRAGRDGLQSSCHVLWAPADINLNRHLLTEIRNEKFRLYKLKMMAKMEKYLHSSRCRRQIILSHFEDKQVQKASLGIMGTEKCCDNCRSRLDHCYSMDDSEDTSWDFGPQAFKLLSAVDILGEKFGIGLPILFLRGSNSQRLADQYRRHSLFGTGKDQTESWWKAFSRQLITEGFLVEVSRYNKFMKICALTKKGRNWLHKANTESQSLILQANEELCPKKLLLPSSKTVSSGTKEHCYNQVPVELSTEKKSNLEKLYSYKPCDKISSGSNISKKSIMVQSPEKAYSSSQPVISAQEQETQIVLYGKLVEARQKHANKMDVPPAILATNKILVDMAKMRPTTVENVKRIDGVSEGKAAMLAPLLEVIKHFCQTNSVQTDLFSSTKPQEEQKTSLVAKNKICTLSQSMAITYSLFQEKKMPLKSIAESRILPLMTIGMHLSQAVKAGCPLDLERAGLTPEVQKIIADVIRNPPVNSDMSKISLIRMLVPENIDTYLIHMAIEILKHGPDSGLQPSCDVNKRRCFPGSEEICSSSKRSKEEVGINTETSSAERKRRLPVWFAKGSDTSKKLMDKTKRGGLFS
#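 Primary qHTS, 1536-well format. 20 nM WRN + compound, 15 min RT; start with 100 nM forked fluorophore/quencher duplex, 2 mM ATP (final); kinetic read ex 525/em 598 nm.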
# HT1080-NT tox: kills 2HG-producing HT-1080-NT fibrosarcoma cells; HT-1080-NT fibrosarcoma viability, CellTiter-Glo ATP luminescence, 48 h; Potency, µM (highest dose often 46.1 µM), inactives show top-dose activity, negative = less viability, most hits filed as cytotoxic; 360,000 tested, 1.6% active; AID 686970;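 also: NT is the 2HG producing partner of a matched IDH1 knockdown line; potency is read from the fitted curve at half-maximal effect; 0% = DMSO-treated cells and -100% = media-only wells without cells; nearly all actives have a fitted effect of over 55% in size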
#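 HT-1080-NT fibrosarcoma cells (2HG-overproducing), 750 cells/well in RPMI with 5% FBS, dosed after 2 h and incubated 48 h at 37C. CellTiter-Glo luminescence normalized to DMSO and no-cell wells; concentration-response curves fitted and classed.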
# ATXN2 expr inh: ATXN2 expression inhibition; Potency, µM (doses to about 57 µM), inactives show at the highest dose activity change, negative = inhibition, actives largely listed as inhibitors; AID 1745845; 360,000 tested, 0.72% active; HEK-293 ATXN2-luciferase reporter, luminescence, 24 h; also: potency is read from the fitted curve at half-maximal effect; % is scaled to controls: 0 for no effect and ±100 for the full control effect; nearly all actives have a fitted effect of over 55% in size
#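 ATXN2-luciferase reporter cells (luciferase flanked by upstream and downstream ATXN2 gene portions) were treated 24 h at 37 °C with compounds at up to 57 uM. SteadyGlo luminescence gave expression; GF-AFC fluorescence gave viability.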
# IL-1B inflam inh: blocks inflammasome-driven IL-1 beta release; THP-1 LPS/ATP IL-1B secretion, AlphaLISA, 16 h; hits give low values; AID 743279; 360,000 tested, 4.7% active; activity change, % at 57.5 µM; in the data active = activity change below about -50%; inconclusive = mostly about -30% to -49%; also: % is scaled to controls: 0 for no effect and ±100 for the full control effect
#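 THP-1 cells pretreated 1 hr with compounds (up to 57.5 uM final), then stimulated with LPS (250 ng/mL final) plus ATP (1.25 mM final); secreted IL-1B measured by AlphaLISA after 16 hr, decreased signal indicating inhibition.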
# HT1080 IDH1KD tx: kills HT-1080 cells with IDH1 knockdown; HT-1080 IDH1 knockdown viability, ATP luminescence, 48 h; Potency, µM (titrated, usually from 46.1 µM), without a hit: at the highest dose activity, negative = toxicity, actives largely listed as cytotoxic; 360,000 tested, 2% active; AID 686971;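 also: potency is read from the fitted curve at half-maximal effect; 0% = DMSO wells and -100% = cell-free medium wells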
#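 After a 2 h attachment period, IDH1KD HT-1080 cells took pin-transferred compound for 48 h at 37 °C; ATP-based luminescence after 10 min room-temperature reagent incubation reported viability.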
# MCF10A rerep: inducers of DNA re-replication in MCF 10A breast cells; 350,000 tested, 2.9% active; Potency, µM (highest dose often 46.1 µM), inactives show top-dose activity, positive = re-replication, hits mostly activators; MCF 10A DNA re-replication, Hoechst nuclear intensity, 48 h; also: potency is read from the fitted curve at half-maximal effect; % of control where 0% means no effect; nearly all actives have a fitted effect of over 50% in size
# Numbers without * were called inactive; ? = inconclusive; nt = not tested or not shown; [ ] = remark or other dose. Unless noted, calls follow the shape of the dose curve; as a rule, active = well fitted curve in the direction sought with a large enough effect; inconclusive = small, poorly fitted or top-dose-only effect, or another doubt; inactive = no such curve, though single readings can be large; an effect the other way counts as inactive or inconclusive. No enrichment for hits; any-hit rate near 12%.
SMILES,KB-3-1 tox,KB-V1 cytotox,SW480 rereplic,WRN inhibitor,HT1080-NT tox,ATXN2 expr inh,IL-1B inflam inh,HT1080 IDH1KD tx,MCF10A rerep
CCOC(=O)c1oc2cc(OCC(=O)OC)ccc2c(=O)c1-c1ccc(OC)c(OC)c1,-24%,0%,1%,-5%,4%,-16%,17,0%,-5%
OCCNC(=S)Nc1cc(Cl)cc(Cl)c1,9%,-9%,-135%[inhibitor],8%,8%,-1%,-9,-15%,-1%
O=C(Nc1nnc(Cc2ccccc2)s1)c1cnccn1,-16%,0%,0%,11%,0%,nt,?,-8%,-2%
COc1ccc(/C=N/n2c(C)nc3c([nH]c4ccccc43)c2=O)cc1CN1CCCC(C)(C)C1,-7%,-6%,-3%,3%,0%,-7%,22,3%,-3%
Cc1ccc(S(=O)(=O)N2C[C@]3(O)C[C@@H]4C(=O)N(c5ccccc5)C(=O)[C@@H]4C[C@]3(OC(=O)Nc3cccs3)C2)cc1,14%,11%,nt,-4%,2%,0%,-16,16%,nt
CCCC12CN3CCN(CC(C3)/C1=N\NC(=O)Nc1ccccc1)C2,-1%,-22%,-2%,-4%[57.1 µM],5%,3%,19,13%,5%
O=C(Nc1ccc(F)cc1)c1ccccc1,1%,3%,-2%,-4%,-2%,50%[activator],-14,11%,2%
Cc1ccc(-c2ccc(CO)o2)cc1N,2%,3%,6%,5%,1%,-12%,5,-2%,-7%
CCc1cccc(NC(=O)Cn2c3[n+](c4ccc(C(F)(F)F)cc42)CCCCC3)c1,-23%,?,4%,-20%,-13%,2%,-68*,-12%,10%
COC(=O)C(C(=O)OC)C(C(=O)OC)C(C(=O)OC)C(=O)OC,-1%,21%,18%,1%,11%,-6%,0,17%,?
CCc1nc2c(OCc3ccc(Cl)cc3Cl)cccn2c1N(C)C(=O)C(C)C,?,?,nt,-7%,16µM*,28µM*,-84*,16µM*,nt
Clc1ccc(-c2nc3n(n2)Cc2ccccc2-3)cc1,-8%,0%,2%,5%,-13%,-27%,12,-4%,-3%
CCC(CO)NCc1ccc2c(c1)n(C)c(=O)n2C (stereo not drawn),2%,-4%,6%,1%,-3%,33%,14,2%,3%
CCN(CC(=O)Nc1c(F)cccc1F)C(=O)/C=C/c1ccc2ccccc2n1,?,?,-9%,22µM*,0%,9%,10,1%,-1%
O=C(NNC(=O)C1CC2CCC1C2)c1sc2ccccc2c1Cl (stereo not drawn),8%,2%,1%,-17%,-1%,0%,-9,-6%,7%
COc1cccc(CN(C)C(=O)c2cccc(S(=O)(=O)N3CCN(c4ccccc4)CC3)c2)c1,-20%,?,nt,-3%,-14%,nt,-14,-21%,nt
COc1ccc(NC(=O)c2sccc2-n2cccc2)cc1,-4%,-9%,-5%,1%,-10%,-11%,-10,0%,12%
O=c1c2ccccc2c(C=Nc2cccc(S(=O)(=O)NC3=NCCCCC3)c2)c(O)n1Cc1ccccc1,0%,-3%,7%,1%,10%,1%,-14,12%,?
Cc1oc(-c2ccccc2)cc1C(=O)Nc1ccccc1,-12%,0%,-9%,-2%,0%,-9%,-1,-1%,-3%
Cc1cc(NC(=O)CN2CCOCC2)n(-c2nc3ccccc3s2)n1,4%,?,10%,-4%,-2%,-9%,-8,-11%,15µM*
Cc1oc(-c2cccs2)nc1CS(=O)CC(=O)NCCCOC(C)C (stereo not drawn),2%,22%,-4%,-4%,2%,1%,19,8%,-1%
COc1ccc(CCNC(=O)CSc2nc(-c3ccc(OC)c(OC)c3)ccc2C#N)cc1,-24%,?,nt,-5%,-5%,0%,-17,-14%,11%
CC(=O)Nc1ccc(S(=O)(=O)N[C@@H](C)C(=O)N(C)Cc2cccs2)cc1,-1%,?,6%,-2%,3%[9.24 µM],6%,-12,-1%,-1%
Cc1sc2nc(CSCC(=O)Nc3ccccc3C#N)[nH]c(=O)c2c1C,5%,21µM*,7%,-26%,0%,4%,1,1%,21%
CCCCN(C(=O)CCOc1ccc(OCC)cc1)c1c(N)n(Cc2ccccc2)c(=O)[nH]c1=O,3%,-1%,nt,-5%,-11%,nt,-16,-6%,nt
Cc1cc(C)cc(NC(=O)NC2CCCCCCC2)c1,-3%,26%,?,4%,-10%,35%[activator],?,-5%,?
CC(C)CCNC(=O)NC(=O)COC(=O)C1=COCCO1,-7%,-1%,-18%,-3%,-5%,-7%,33,-2%,?
C=CCn1c(=O)c(C(=O)Nc2ccc(C)cc2)c(O)c2ccccc21,-3%,29%,25%,3%,-2%,nt,38,3%,27%
O=C(C1=C[C@@H](c2ccc3c(c2)OCO3)C[C@@H](OCc2ccc(CO)cc2)O1)N1CCOCC1,22%,-3%,-11%,1%,12%,0%,-9,17%,0%
COc1ccc2cc(CN(CC3COCCO3)S(=O)(=O)c3ccccc3)c(=O)[nH]c2c1 (stereo not drawn),2%,-3%,-5%,-1%,-4%,3%,-9,7%,-1%
CCc1nc2c(OCc3ccc(Cl)cc3)cccn2c1N(C)C(=O)c1ccccc1F,-1%,?,nt,-5%,-8%,?,1,-21%,nt
COC(=O)CN1C(=O)C(O)(CC(=O)c2cccc(Br)c2)c2ccccc21 (stereo not drawn),-26%,5%,14%,0%,-22%,-18%,12,-4%,?
Cc1ccc(SCC(=O)N(C)CC(=O)Nc2cccc(F)c2)cc1,-7%,-5%,-1%,-10%,1%,4%,-3,3%,1%
CCCCc1cc(=O)oc2cc(C)cc(OC(C)C(=O)NC(Cc3c[nH]c4ccc(O)cc34)C(=O)O)c12 (stereo not drawn),0%,?,-54%[inhibitor],-1%,10%,4%,37,7%,?
Clc1ccc(-c2nc3ccc(Br)cn3c2Cc2ccsc2)cc1,-15%,0%,nt,-5%,-17%,32%[activator],44,?,nt
O=C(NNC(=O)c1nn(-c2ccc(F)cc2)ccc1=O)Nc1cccc(Cl)c1,-6%,?,-5%,2%,14%,-12%,13,1%,-3%
Cc1ccc(C(=O)NCC(=O)Nc2cccc(C(F)(F)F)c2)cc1,1%,?,-98%[inhibitor],0%,5%,8%,16,-5%,4%
Cc1cc(C)n2nc(SC(C)C(=O)NC3CCCCC3C)nc2n1 (stereo not drawn),-2%,-38%,-69%[inhibitor],-33%,6%,1%,9,17%,0%
CCCCCC(=O)Nc1ccccc1N1CCOCC1,-3%,-1%,-6%,4%,0%,0%,-10,2%,-11%
CS(=O)(=O)N1CCC(C(=O)NCc2ccc(F)cc2)CC1,1%,-2%,-152%[inhibitor],0%,3%,nt,15,-2%,0%
Cc1cc(NC(=O)c2cc(-c3ccncc3)nc3c(C)cccc23)no1,3.3µM*,3.7µM*,6.5µM*,?,5.8µM*,-18%,37,3.7µM*,?
Cc1cc(C(=O)OCC(=O)NC2CC2)c2ccccc2n1,0%,15%,10%,-5%,1%[9.24 µM],-9%,14,15%,-5%
CC(=O)N1CCN(CCN=CC2=C(O)CC(c3ccc(Cl)cc3)CC2=O)CC1 (stereo not drawn),-1%,?,-11%,-10%,-17%,-22%,5,-16%,30%
C#CCN(Cc1ccco1)C(=O)c1cc(COc2cccc3cccnc23)on1,-1%,-6%,nt,3%,20%,nt,-3,15%,nt
CN(C(=O)CSc1nc2ccccc2c(=O)n1-c1ccccc1Cl)C1CCS(=O)(=O)C1 (stereo not drawn),9%,14%,-7%,-2%,0%,2%,-1,2%,11%
CCOc1cc(/C=N/NC(=O)c2ccc(NC(=O)C3CC3)cc2)ccc1O,5%,9%,-14%,-8%,-8%,-8%,?,-4%,-20%
Cc1nn(-c2ccc(N3CCOCC3)nn2)c(C)c1CCC(=O)Nc1ccc(F)cc1,1%,15%,1%,5%,7%,nt,-10,3%,3%
Cn1nc(-c2ccccc2)c2ncc(C(F)(F)F)cc21,10%,26%,3%,2%,3%,-16%,28,?,25%
CC(C)C1C(=O)N(Cc2cn(CC3CCCCC3)nn2)CCS(=O)(=O)N1Cc1ccc(-c2ccncc2)cc1 (stereo not drawn),0%,0%,nt,-20%,-26%,5%,-8,-14%,nt
COC(=O)[C@H](CCSC)NC(=O)NC1CC1,2%,27%,-14%,-5%,8%,nt,16,8%,-2%

# (list continues)
SMILES,KB-3-1 tox,KB-V1 cytotox,SW480 rereplic,WRN inhibitor,HT1080-NT tox,ATXN2 expr inh,IL-1B inflam inh,HT1080 IDH1KD tx,MCF10A rerep
CCOc1ccc(Nc2nc(N)nc(CN3CCN(c4ccccc4F)CC3)n2)cc1,-22%,?,18%,-7%,-1%,-36%,-8,-16%,?
CC1(C2CC2)NC(=O)N(CC(=O)N2CCN(c3ccccc3Cl)CC2)C1=O (stereo not drawn),-8%,6%,-2%,-2%,-7%,1%,-17,-2%,1%
O=C(C1CCN(c2nc(-c3ccccc3)nc3c2CCC3)CC1)N1CCCC1,3%,-5%,-13%,1%,0%,?,0,-2%,-2%
COc1ccc(NC(=S)NCc2ccccc2Cl)c(OC)c1,-7%,?,-4%,-1%,-16%,2%,-20,-1%,7%
C#CCNC(=O)C1=C[C@H](c2cn(C(C)=O)c3ccccc23)C[C@H](OCc2ccc(CO)cc2)O1,-2%,-1%,-1%,11%,-2%,-12%,-17,-1%,-1%
COc1cc(OC)cc(C(=O)Nc2cc(NC(=O)c3ccco3)ccc2OC)c1,-13%,?,-6%,-3%,-12%,5%,-23,?,5%
COc1cc(/C=C/C(=O)NCC2CCCCC2)cc(OC)c1OC,-1%,-19%,-21%,-2%,10%,15%,-7,7%,-3%
Cc1ccc(C(=O)Nc2ccc(N3CCN(C)CC3)cc2)cc1C,-5%,22%,?,1%,-13%,nt,-12,-6%,13%
